Compound activity: PubChem, several laboratories
pCIP destab: p/CIP protein destabilization; F442A p/CIP-EGFP cells, EGFP fluorescence, 16 h; hit rate 0.01% among 290,000; Q05BA5; decrease of EGFP signal, % at 10 µM; AID 1984;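 active = EGFP signal decrease of at least 30% at 10 µM or well 3 SD below plate mean, unless failing retest; inactive = the rest, including hits failing retest or dose response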; note: some compounds called inactive have numbers as strong as hits; many of its hits are not listed in these tables
VIM-2 inh: blocks Pseudomonas aeruginosa VIM-2 metallo-beta-lactamase. purified VIM-2, nitrocefin hydrolysis, epi-absorbance fluorescence. inhibition, % at 5.6 µM. hit rate 0.89% among 290,000. AID 1527;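 active = inhibition above the mean of all tested compounds plus 3 SD, cutoff set per screening run, cut at about 7.5% in these data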;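 note: red hydrolysis product quenches plate fluorescence so inhibitors raise well fluorescence; 0% = enzyme with DMSO and 100% = DMSO without enzyme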
IDE cell activ: activators of human insulin-degrading enzyme in cells; P14735; HEK cells, FAbeta-B cleavage, fluorescence polarization; 0% vehicle, 100% cell-free pure enzyme wells; activation, % at 5.96 µM; hit rate 0.073% among 340,000; AID 493087;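 active = activation above the mean of all tested compounds plus 3 SD, set per screening campaign, cut at about 17% in these data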
Target sequence (P14735 whole entry, looked up): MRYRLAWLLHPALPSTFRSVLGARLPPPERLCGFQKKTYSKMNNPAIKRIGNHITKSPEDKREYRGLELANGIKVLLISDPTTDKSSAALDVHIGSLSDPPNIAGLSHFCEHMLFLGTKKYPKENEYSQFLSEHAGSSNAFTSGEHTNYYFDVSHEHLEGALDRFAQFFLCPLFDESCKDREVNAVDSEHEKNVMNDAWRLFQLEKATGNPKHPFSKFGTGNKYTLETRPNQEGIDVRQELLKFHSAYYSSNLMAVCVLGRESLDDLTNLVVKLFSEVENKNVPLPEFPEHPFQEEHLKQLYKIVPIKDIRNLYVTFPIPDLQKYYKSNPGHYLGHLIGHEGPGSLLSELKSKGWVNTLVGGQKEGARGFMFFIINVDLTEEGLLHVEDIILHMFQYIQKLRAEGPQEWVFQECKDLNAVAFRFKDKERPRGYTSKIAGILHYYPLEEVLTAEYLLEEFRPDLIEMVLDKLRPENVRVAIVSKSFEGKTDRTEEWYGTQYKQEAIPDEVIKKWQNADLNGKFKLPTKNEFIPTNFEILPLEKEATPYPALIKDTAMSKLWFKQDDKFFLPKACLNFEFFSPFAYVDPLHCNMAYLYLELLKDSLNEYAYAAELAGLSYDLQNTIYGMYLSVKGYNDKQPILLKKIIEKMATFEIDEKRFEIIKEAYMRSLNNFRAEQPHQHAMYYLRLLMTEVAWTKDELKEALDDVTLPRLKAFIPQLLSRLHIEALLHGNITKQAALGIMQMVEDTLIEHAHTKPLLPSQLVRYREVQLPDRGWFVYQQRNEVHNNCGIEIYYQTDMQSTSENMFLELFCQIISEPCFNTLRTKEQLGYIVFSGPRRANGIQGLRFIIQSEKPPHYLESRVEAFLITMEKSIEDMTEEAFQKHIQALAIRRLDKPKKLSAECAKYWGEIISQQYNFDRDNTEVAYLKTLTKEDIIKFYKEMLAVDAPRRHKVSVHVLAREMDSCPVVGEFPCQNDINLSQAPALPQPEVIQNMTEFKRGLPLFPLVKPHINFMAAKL
PfM18AAP inh: blocks P. falciparum M18 aspartyl aminopeptidase; recombinant PfM18AAP, H-Glu-NHMec fluorogenic cleavage; hit rate 1.2% among 290,000; inhibition, % at 7.35 µM;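 active = inhibition above the campaign mean inhibition over all tested compounds plus 3 SD, cut at about 28% in these data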;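 note: 0% = plate median of test compound wells and 100% = 2 mM ZnCl2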
HCV NS3 hel inh: inhibitors of Hepatitis C virus NS3 helicase | NS3 helicase DNA unwinding, Cy5 molecular beacon fluorescence | inhibition, % at 10.9 µM | AID 1800 | hit rate 0.56% among 290,000;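 active = inhibition above the mean of all tested compounds plus 3 SD, set per campaign, cut at about 35% in these data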;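 note: 0% = DMSO wells and 100% = thioflavine S control wells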
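test system = hepatitis C virus NS3 helicase domain fragment enzyme | reagent = annealed dual-labelled DNA beacon duplex, ATP-started | times = 1 h at 25 °C | detection = Cy5 fluorescence, 0 and 60 min reads | read-out basis = percent inhibition from t60/t0 fluorescence ratio | control set = DMSO and thioflavine S | replication = one well per compound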
SUMO HTRF inh: inhibitors of human SUMOylation (UBC9). AID 2006. HTRF SUMOylation assay, SAE1/SAE2 + UBC9, in vitro. inhibition, % at 35 µM. hit rate 0.36% among 290,000; in the data active = inhibition above about 50%, passing the limit was not always enough; inconclusive = no clear call, values can overlap the other calls; note: strong numbers were not always called active
IDE inh: cellular human IDE inhibition; hit rate 0.41% among 320,000; HEK cells, FAbetaB cleavage, fluorescence polarization; inhibition, % at 5.59 µM;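 active = percent inhibition above the average of all tested compounds plus 3 SD, set per screening campaign, cut at about 16% in these data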;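 note: IDE supplied by intact live HEK cells; FP after avidin binding of uncleaved biotin substrate so inhibition keeps polarization high; 0% = DMSO wells and 100% = 60 µM reference IDE inhibitor Ii1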
FID counter: counter-screen for HCV NS3 helicase inhibitors: DNA intercalator displacement. DNA fluorescent intercalator displacement, fluorescence. inhibition, % at 7.9 µM. hit rate 0.17% among 290,000; in the data active = inhibition above about 37%;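 note: 0% = vehicle and 100% = reference compound; higher means more ethidium bromide displaced from hairpin DNA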
IMP-1 inhibitor: inhibitors of Pseudomonas aeruginosa IMP-1 metallo-beta-lactamase; purified IMP-1, nitrocefin hydrolysis, epi-absorbance fluorescence; inhibition, % at 5.6 µM; hit rate 0.45% among 290,000; AID 1556;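 active = inhibition above the mean plus 3 SD of all compounds in the same screening run, cut at about 4.5% in these data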;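 note: 0% = IMP-1 with DMSO and 100% = DMSO wells lacking enzyme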
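System – purified recombinant IMP-1 beta-lactamase · Input – IMP-1 dispensed at 0.2 nM · Timing – 15 min preincubation plus 25 min reaction at 25 °C · Signal – Epi-absorbance fluorescence, 480 nm excitation, 530 nm emission · Measure – percent IMP-1 inhibition derived from blank-referenced optical density · Controls – Enzyme-plus-DMSO low control, enzyme-free DMSO high control · Replication – singlicate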
Numbers without * were called inactive; ? = inconclusive; . = no result given.

Structure	pCIP destab	VIM-2 inh	IDE cell activ	PfM18AAP inh	HCV NS3 hel inh	SUMO HTRF inh	IDE inh	FID counter	IMP-1 inhibitor
COc1cccc(-c2nn(-c3ccccc3)cc2C(=O)OCC(=O)Nc2ncc(Cl)cc2Cl)c1	2	-1.3	-7	-2	0	-41	-7	-4	-5.3
COc1ccc(NC(=O)CCn2cccc2)c(OC)c1	-9	0.0	2	4	5	6	0	-2	-1.9
CC(=O)C1=C(O)C(=O)N(CCc2c[nH]c3ccccc23)C1c1ccco1 (stereo unspecified)	2	-2.3	-2	15	2	20	-5	-8	-1.9
COc1ccccc1-c1nc(C#N)c(N2CCN(c3ccccc3)CC2)o1	-14	-0.5	4	-1	4	2	-4	-13	-4.6
c1cnc2ccc(C(c3nnnn3C3CCCC3)N3CCSCC3)cc2c1 (stereo unspecified)	4	-0.9	7	-9	-8	27	2	-22	-0.7
CCOCCCNC(=S)Nc1ccc2nc3n(c(=O)c2c1)CCCCC3	6	-0.6	-1	-3	2	6	5	-14	-1.3
COc1cc(/C=N/NC(=O)CCn2c3ccccc3c3ccccc32)cc(OC)c1OC	-5	-4.3	3	-4	10	6	-4	-1	-2.8
COc1ccc(NC(=S)NCCc2ccccc2)c(C)c1	2	-3.1	-3	-2	2	-2	1	-21	-2.6
CCOC(=O)c1[nH]n(-c2ccc(Cl)cc2)c(=O)c1C	-7	-1.3	3	-7	12	-14	2	-8	-3.0
COc1ccc(CN(C(=O)c2oc3ccc(F)cc3c2C)C2CCS(=O)(=O)C2)cc1 (stereo unspecified)	6	-2.4	7	1	-17	-7	2	-38	-2.0
O=C1NCCN(Cc2c(F)cccc2Cl)C1CC(=O)N1CCCO1 (stereo unspecified)	2	-0.4	7	0	4	28	-2	-9	-1.1
OC(CNCCNc1ncccc1C(F)(F)F)COc1ccc(F)cc1 (stereo unspecified)	7	-3.3	8	0	-5	-6	-4	8	-3.8
Cc1cc2cc(C(c3nnnn3C3CCCC3)N(Cc3cccnc3)Cc3ccco3)c(=O)[nH]c2cc1C (stereo unspecified)	2	-3.3	-4	11	-5	15	1	-16	-0.8
COC(=O)[C@H]1C[C@@H]1[C@H](NS(=O)(=O)c1ccccc1)c1ccccc1	-6	-2.1	1	3	-2	31	1	-10	2.1
O=C(CP(=O)(CO)CO)c1ccc(Cl)cc1	-8	1.0	-5	4	-3	14	-2	-1	-0.5
CC1=C(C(=O)OC2CCCCC2)C(c2cccnc2)n2ncnc2N1 (stereo unspecified)	0	-0.8	-8	0	3	-7	4	-16	-0.9
CCC(C(=O)O)P(=O)(c1ccc(Cl)cc1)c1ccc(Cl)cc1 (stereo unspecified)	4	-1.1	8	-2	-5	-2	7	-10	-0.4
COc1ccc(C)cc1NC(=O)CN(c1ccc(C)cc1)S(C)(=O)=O	-12	-5.7	2	1	3	2	-2	-16	-3.3
CCC(C)[C@H]1COCCS(=O)(=O)N1Cc1ccccc1F (stereo partly specified)	0	2.1	3	-5	12	4	2	-18	1.8
CC12COC3(C(=O)N4CCN(c5ccccn5)CC4)CC1CCC32C (stereo unspecified)	-3	-2.3	-4	-1	-13	16	1	-9	-2.6
Cc1ncc(CO)c(/C=N/NC(=O)c2ccc(O)cc2)c1O	-5	-2.4	8	6	-2	19	-6	2	-5.3
COc1ccccc1CCCNC(=O)C1CCC(=O)N(CCc2ccc(Cl)cc2)C1 (stereo unspecified)	-7	-0.8	-2	-8	-14	6	1	-71	-1.4
CC(C)CN(CCNC(=O)CN1N=C(c2ccc(Cl)cc2)CCC1=O)CC(C)C	-15	-3.6	3	-2	-4	-13	0	2	-1.2
Cc1sc2nc(SCC(=O)NCCOCCO)n(C)c(=O)c2c1C	8	-3.0	2	2	-10	30	3	-10	-2.7
CCN(Cc1cc(=O)[nH]c2ccccc12)C(=O)C(C)C	-7	-0.1	-4	-3	-5	9	-4	-3	-2.4
CCOc1ccc(CCNC(=O)c2cccc(C#N)c2)cc1OCC	-18	-0.1	2	-10	-2	21	6	-27	-1.0
CN(C)c1ccc(NC(=O)CN2C3CCCC2CC(NC(=O)c2ccccc2)C3)cc1 (stereo unspecified)	3	-2.3	1	6	-4	1	2	2	-4.6
COC(=O)CCCC[C@H]1SC[C@H]2NC(=O)N[C@]21O	-1	-0.7	.	3	0	-9	11	-8	1.1
Cc1ccc(C(=O)Nc2cccnc2)cc1[N+](=O)[O-]	-3	-2.4	0	-2	3	-6	3	-8	-1.0
COc1ccccc1N1CCN(C2CCN(C(=O)c3cccc(F)c3)CC2)CC1	7	-1.0	4	-6	-10	-2	4	-1	-1.4
CCSc1nnc(NC(=O)NCC(F)(F)F)s1	20	-1.3	8	2	3	8	-1	-2	-0.3
Nc1nc(SCc2ccc(F)cc2)ns1	-1	-0.3	0	7	-5	-1	0	-1	-3.4
Cc1cccc(C(=O)NC(=S)N2CCN(c3ccc([N+](=O)[O-])cc3)CC2)c1	0	0.6	8	2	0	-3	9	-2	-4.6
CCc1nnc(NC(=O)CSc2nnc(CSc3nc(C)cc(C)n3)n2CC)s1	.	-4.0	.	1	3	.	.	-2	-4.2
Cc1ccc(-c2nnn(CC(=O)NCC3COCCO3)n2)o1 (stereo unspecified)	-6	-1.0	5	3	-1	11	4	-3	-2.3
Cc1cc(C)c2ccc(C)[n+]([O-])c2c1O	-11	-1.1	3	4	-4	-15	-1	2	0.6
COc1ccc(N2CCN(C(=O)C(NC(=O)c3c(F)cccc3F)C(C)C)CC2)cc1 (stereo unspecified)	-13	-0.4	-5	17	6	-4	-2	-32	1.7
CCCCCCN1C(=O)C(O)=C(C(C)=O)C1c1ccc(Cl)cc1 (stereo unspecified)	-9	-4.7	3	-1	28	16	-11	-39	-2.5
CCCn1cc(S(=O)(=O)CC(=O)N2CCc3ccccc32)c2ccccc21	-9	-1.1	3	-2	-1	13	-2	-28	-0.9
CCCn1c(NCc2ccc(C)o2)nc2ccccc21	-12	-3.5	3	-5	-2	33	1	6	-1.5
O=C(c1ccccc1)c1ccc(CN2C(=O)c3ccccc3C2=O)o1	-2	-0.3	-5	5	-2	24	-9	-9	-1.7
CN(C)S(=O)(=O)c1ccc(C(=O)Oc2ccccc2)cc1	-9	-2.6	0	4	-8	7	6	-6	-6.2
CN1CCN(CCc2nc3cc(NC(=O)COc4ccc(Cl)cc4)ccc3n2C)CC1	-4	-1.2	-5	-3	-31	17	5	29	-3.9
COc1cccc(N2C(=O)C(Cc3c[nH]c4ccccc34)NC2=S)c1 (stereo unspecified)	-10	-1.5	-3	-5	4	-2	2	0	-3.3
NC(=O)N/N=C\c1cc(Br)ccc1O	-3	-1.9	-2	0	-7	8	3	-4	-0.9
O=C(Nc1cccc(Cl)c1)Nc1cnccn1	14	-0.8	-4	1	4	2	-8	-6	-1.5
C=C(C)Cn1c(C2CC(=O)N(Cc3ccccc3)C2)nc2ccccc21 (stereo unspecified)	0	.	6	.	.	6	3	.	.
CN(C)c1ccc(CNC(=O)CN(C)S(=O)(=O)c2ccc3c(c2)c(=O)n(C)c(=O)n3C)cc1	-8	1.8	6	-9	-9	9	1	-3	-0.6
O=C1CCN(S(=O)(=O)c2ccccc2)CCN1CCOCc1cccc(F)c1	1	.	1	.	.	-8	-3	.	.
CCc1c(C)sc(NC(=O)c2ccco2)c1C(=O)N1CCCCC1	-8	-2.5	-10	5	-1	-4	2	-17	-1.9

Next section
Structure	pCIP destab	VIM-2 inh	IDE cell activ	PfM18AAP inh	HCV NS3 hel inh	SUMO HTRF inh	IDE inh	FID counter	IMP-1 inhibitor
COc1ccc(NC(=O)Cn2nc(C(=O)O)c3ccccc3c2=O)cc1OC	-4	0.1	6	-15	-5	6	3	-15	-3.2
O=C(Nc1nnc(S(=O)(=O)N2CCCC2)s1)c1ccccc1Br	8	-0.1	0	2	1	12	-2	-17	-1.6
O=C(CN1CCCC1)Nc1ccc(OC(F)(F)F)cc1	-2	0.5	-1	-8	16	7	-6	11	0.6
O=C(O)c1ccc(Cl)c(S(=O)(=O)Nc2ccccc2Cc2ccccc2)c1	9	-1.4	2	2	13	-14	3	-23	0.4
CN(C)NC(=S)NC(=O)C12CC3CC(CC(C3)C1)C2	-12	-1.9	5	11	-2	11	0	-10	-1.5
CCOc1ccc(C2c3[nH]c4ccccc4c3CCN2Cc2cccn2-c2ncccn2)cc1 (stereo unspecified)	4	0.4	5	-5	-70	22	8	0	-3.7
COc1ccc2[nH]c(=O)c(CN(Cc3cccs3)C(=S)Nc3cccc(C)c3)cc2c1	-4	2.9	6	11	3	-22	-4	1	-1.1
CCn1cc(CN2CCN(C)C(CCO)C2)c2ccccc21 (stereo unspecified)	3	-3.4	7	12	5	3	0	-2	-2.6
CC1CCCCN1CCCNC(=O)c1ccc2nc(N3CCCCC3)sc2c1 (stereo unspecified)	4	1.1	1	4	-24	9	2	14	-5.6
CC(C)N(C(=S)Nc1cccc(C(F)(F)F)c1)C(C)c1ccccn1 (stereo unspecified)	5	1.8	4	-5	19	6	5	0	0.9
CCOC(=O)C1=C(C)NC(=O)NC1c1cc(C)sc1C (stereo unspecified)	1	-0.5	-11	-2	-3	8	7	-5	-5.2
O=c1[nH]c(SCc2ccc(F)cc2)nc2c1cnn2-c1ccc(F)cc1	2	-2.6	5	6	3	22	4	0	-4.4
C/C(=N\OC(=O)Nc1ccc(Cl)cc1)c1ccc(F)c(F)c1	2	-1.2	0	-3	-8	-2	2	-5	-2.2
O=c1ccnc(SCn2nnc3ccccc3c2=O)[nH]1	-13	-1.0	-3	4	-1	14	1	-2	-2.9
O=C(NCc1ccco1)C1CCCN1C(=O)Nc1ccccc1Cl (stereo unspecified)	-14	-0.1	3	-4	-3	17	-3	-2	-1.1
CCOC(=O)C1CCN(Cc2nc3ccccc3c(=O)n2-c2ccc(F)cc2)CC1	-4	-2.3	3	-8	3	1	8	-22	-1.7
Cc1nc(NC(=O)c2ccccc2)sc1-c1csc(NCc2ccco2)n1	0	-2.0	-11	13	24	7	6	-5	-5.3
COc1ccc([N+](=O)[O-])cc1N(CC(=O)NC1CCCC1)S(C)(=O)=O	-12	-1.9	2	-17	10	16	-1	-1	0.3
Nc1ccc(Cc2ccc(N)c(O)c2)cc1O	-9	-3.2	6	18	8	?	.	-2	-3.0
CC(=O)Nc1ccc(S(=O)(=O)NC(C)C(=O)NC(C)c2ccccc2)cc1 (stereo unspecified)	13	1.6	4	4	-9	-21	6	8	1.2
